# SENP8 block – SENP8 protease inhibition | inhibition, % at 10 µM | AID 2540 | Q96LD8 | actives 1.2% (n = 330,000) | purified SENP8, Z-RLRGG-aminoluciferin cleavage, luminescence
# Target sequence (Q96LD8 whole entry, looked up): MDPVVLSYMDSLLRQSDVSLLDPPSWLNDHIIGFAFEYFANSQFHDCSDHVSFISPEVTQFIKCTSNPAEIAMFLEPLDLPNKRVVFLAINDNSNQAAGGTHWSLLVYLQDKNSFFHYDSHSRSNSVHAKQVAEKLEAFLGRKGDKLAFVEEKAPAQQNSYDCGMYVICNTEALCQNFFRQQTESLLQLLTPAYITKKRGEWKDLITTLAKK
# SENP7 inh – blocks the human protease SENP7; actives 1.5% (n = 330,000); Q9BQF6; recombinant SENP7, Z-RLRGG-aminoluciferin luminescence, 40 min; inhibition, % at 5 µM;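 active means inhibition above about 50% at the single test dose, limit read from the data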;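 further: plate controls were DMSO with enzyme for no effect and no enzyme buffer wells for full effect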
# Target sequence (Q9BQF6 706-1050 limits assumed): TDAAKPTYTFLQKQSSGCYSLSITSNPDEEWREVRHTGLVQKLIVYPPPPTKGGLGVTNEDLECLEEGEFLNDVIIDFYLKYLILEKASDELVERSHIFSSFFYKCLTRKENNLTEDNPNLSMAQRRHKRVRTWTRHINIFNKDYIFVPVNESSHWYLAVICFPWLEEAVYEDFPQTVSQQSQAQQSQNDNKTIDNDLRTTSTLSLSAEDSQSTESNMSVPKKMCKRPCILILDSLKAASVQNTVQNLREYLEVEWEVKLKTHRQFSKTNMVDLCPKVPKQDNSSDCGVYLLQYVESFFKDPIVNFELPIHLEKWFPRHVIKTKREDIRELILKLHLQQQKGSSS
# Jurkat NFkB inh – inhibitors of the PMA/ionomycin-induced NF-kB reporter in Jurkat cells; PMA/ionomycin-induced NF-kB luciferase reporter, luminescence; inhibition, % at 4 µM; actives 0.53% (n = 330,000); AID 435003
# Gli-Sufu antag – antagonists of Gli-Sufu signaling | Sufu-KO-LIGHT fibroblasts, Gli luciferase reporter luminescence | inhibition, % at 5 µM | actives 0.74% (n = 340,000) | AID 588413;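 active means inhibition above about 55%, limit read from the data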;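 further: 0% = DMSO-treated cells and 100% = wells with medium but no cells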
# Apaf1 inhib – blocks human Apaf-1 apoptosome activity. actives 0.71% (n = 330,000). O14727. reconstituted apoptosome caspase-3 activity, DEVD-Rh110 fluorescence. inhibition, % at 20 µM; active means inhibition of at least 40% at 20 µM;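 further: plate controls were DMSO wells for no effect and DEVD-CHO caspase inhibitor wells for full effect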
#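 Medium: Hepes buffer, pH 7.5 / System: biochemical Apaf-1 apoptosome reconstitution / Measured by: Rh110 fluorescence, excitation 480 nm, emission 540 nm / Times: compound with Apaf-1, dATP, procaspase-3 30 min, then 50 min reaction, room temperature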
# HKDC1 inhibitor – HKDC1 (human) hexokinase inhibition; recombinant HKDC1, G6PDH/diaphorase resazurin coupled fluorescence; inhibition, % at 20 µM; actives 0.16% (n = 340,000); AID 493160;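 active means inhibition above about 35% when tested at 20 µM, limit read from the data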;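 further: plate controls were DMSO wells with enzyme for no effect and DMSO wells lacking enzyme for full effect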
#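 Assay system: recombinant HKDC1 hexokinase; detection: coupled resazurin fluorescence, excitation 525 nm, emission 613 nm; benchmarks: DMSO-plus-enzyme-mix negative control, buffer-substituted positive control; compound dosing: single 20 µM dose; schedule: 90 min at room temperature in dark; also added: glucose plus 1 mM ATP as hexokinase substrates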
# 697 NFkB inh – inhibitors of the PMA/ionomycin-induced NF-kB reporter in 697 B cells; 697 B-cell NF-kB luciferase reporter, 16 h; inhibition, % at 4 µM; actives 0.33% (n = 330,000); in the data active means inhibition above about 35%
# UBC13 inh – blocks human UBC13 polyubiquitin chain formation; P61088; TR-FRET; inhibition, % at 20 µM; actives 0.47% (n = 330,000); AID 485273; in the data active means inhibition above about 45%, passing the limit was not always enough
# Target sequence (P61088 whole entry, looked up): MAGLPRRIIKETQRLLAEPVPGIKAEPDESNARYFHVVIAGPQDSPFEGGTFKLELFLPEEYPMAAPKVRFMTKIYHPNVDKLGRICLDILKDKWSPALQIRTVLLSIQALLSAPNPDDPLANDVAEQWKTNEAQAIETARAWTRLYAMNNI
# The depositor's hits bear a star; . = not tested or not shown. Unless noted, no stated cut-off is given here; in the data, active means inhibition above about 50%; inactive means the rest.
SMILES,SENP8 block,SENP7 inh,Jurkat NFkB inh,Gli-Sufu antag,Apaf1 inhib,HKDC1 inhibitor,697 NFkB inh,UBC13 inh
COc1ccc(C(=O)N2CCN=C2c2ccccc2)cc1OC,-4.3,-0.7,5.8,-4.9,-2.4,-6.5,21.6,8.2
CN(C)c1ccc(N2C(=O)CC(Sc3ccccc3C(=O)O)C2=O)cc1 (centres undefined),-1.5,-4.3,6.5,-2.8,-9.5,-8.7,12.0,7.3
CCc1ccccc1N1C(=O)CC(Sc2nccc(C)n2)C1=O (centres undefined),-14.1,9.6,-1.7,4.2,-21.1,-2.4,-8.2,-2.1
CCO[C@@H]1OC(C(=O)N2CCOCC2)=C[C@H](c2ccc(Br)cc2)[C@H]1CCCO,-10.8,11.3,10.5,-15.3,-8.1,-0.2,0.0,-3.4
Cc1cc(C)c(S(=O)(=O)N2CCCCC2)c(C)c1N(C)S(=O)(=O)c1ccc(Cl)cc1,0.4,2.3,-2.7,3.6,0.1,-1.5,8.2,5.1
COc1cccc(N2C(=O)CC(NNc3nc4ccccc4s3)C2=O)c1 (centres undefined),-11.4,5.8,-2.0,3.2,-3.5,-2.5,3.7,8.8
CCCCCNC(=O)c1ccc2c(=O)n(CCOC)c(=O)[nH]c2c1,5.8,-0.3,3.3,24.2,-0.3,-6.5,28.1,9.2
CN1C(C(=O)NCc2cccc(Br)c2)CC2Cn3c(nc4cc5ccccc5cc43)C21 (centres undefined),-1.1,-5.0,8.6,24.5,14.8,-1.5,7.2,11.2
CC1CCCN(S(=O)(=O)c2ccc([N+](=O)[O-])cc2)C1 (centres undefined),5.4,-0.8,3.6,-17.3,4.3,2.2,24.4,-4.6
Cc1nc(CC(=O)c2ccc(O)c(C)c2O)cs1,-10.3,-1.9,9.0,3.1,-6.4,-1.6,10.7,-2.9
O=C(Nc1ccccc1C(=O)N1CCOCC1)c1ccc(Br)cc1,0.5,-0.2,-0.4,-5.3,-0.5,7.0,9.3,-0.9
O=C1c2ccccc2CCC12N=NCC2c1ccc(Cl)cc1 (centres undefined),-3.5,3.3,6.5,3.4,9.7,13.2,13.3,6.5
O=C(CNC(=O)c1cccs1)Nc1cccc(S(=O)(=O)N2CCOCC2)c1,-13.0,16.9,2.9,-14.9,0.1,-2.6,-23.0,-2.6
CCCC(=O)NCc1ccccc1Cl,-4.8,6.7,4.6,3.0,-9.9,-1.5,28.6,5.5
CN(C)C(=O)C1C2NC(=S)N(c3ccccc3)C1(C)Oc1ccccc12 (centres undefined),-1.6,3.7,0.9,17.8,-20.6,-3.9,-2.3,-10.3
COC(=O)c1cccc(NC(=S)Nc2cccc(Cl)c2C)c1,-15.0,-9.1,5.9,4.9,7.6,-4.4,15.2,-5.5
O=C(N/N=C/c1cccnc1)c1cc2ccccc2o1,-13.1,-10.6,-9.9,-7.7,5.4,-6.9,-10.4,-13.5
CCOC(=O)/C=C1\Nc2ccccc2SC1=O,-4.5,-4.6,-7.4,5.8,17.9,0.6,-22.3,-6.4
Cc1cccc(NC(=O)CSc2nnnn2-c2ccc3c(c2)OCCO3)n1,-4.9,1.3,7.7,-3.1,4.9,8.3,13.2,9.0
O=C(COC(=O)CCCOc1ccc(Cl)cc1Cl)NCc1ccccc1,-5.3,-1.3,12.7,-5.6,13.3,1.4,5.4,6.6
COc1ccccc1N1CCN(C(CNS(=O)(=O)c2cc(F)ccc2F)c2cccnc2)CC1 (centres undefined),-11.6,-1.2,-3.2,-2.6,15.3,0.7,1.4,-23.2
N#CC1=C(N)NC(SCC(=O)Nc2ccc(Br)cc2)=C(C#N)C12CCCCC2,-5.7,-5.5,3.0,-17.0,16.7,4.6,6.9,7.6
CCn1ncc(Cl)c1C(=O)Nc1cc([N+](=O)[O-])ccc1OC,4.6,6.5,18.5,7.7,-17.2,-6.5,-54.2,-5.5
COc1ccc(NS(=O)(=O)c2ccc3oc(=O)c4[nH]c(=O)c(=O)n(C)c4c3c2)cc1,0.3,-4.1,-0.3,-0.7,-4.8,4.0,11.4,-6.2
O=C(COC(=O)Cc1c(Cl)cccc1Cl)NCC1CCCO1 (centres undefined),-3.2,9.0,3.0,-0.3,-23.8,-3.4,24.2,14.8

# Next section, overlapping the part above by two compounds.
SMILES,SENP8 block,SENP7 inh,Jurkat NFkB inh,Gli-Sufu antag,Apaf1 inhib,HKDC1 inhibitor,697 NFkB inh,UBC13 inh
COc1ccc(NS(=O)(=O)c2ccc3oc(=O)c4[nH]c(=O)c(=O)n(C)c4c3c2)cc1,0.3,-4.1,-0.3,-0.7,-4.8,4.0,11.4,-6.2
O=C(COC(=O)Cc1c(Cl)cccc1Cl)NCC1CCCO1 (centres undefined),-3.2,9.0,3.0,-0.3,-23.8,-3.4,24.2,14.8
COC(=O)c1ccc(CNC(=O)C2CCC(=O)N(CCN3CCOCC3)C2)cc1 (centres undefined),3.0,-2.9,-3.0,-9.3,-9.8,-3.1,2.2,-7.3
CCn1c(SCC(=O)N/N=C/c2ccccc2OCC(=O)O)nnc1-c1ccc(C(C)(C)C)cc1,4.3,-4.1,6.7,1.2,-12.4,-0.5,14.1,-6.1
COc1cc(/C=N/NC(=O)c2cnn3c(C)cc(-c4ccccc4)nc23)ccc1O,-8.1,11.2,-1.4,2.7,6.4,-2.9,29.2,-12.3
NS(=O)(=O)c1cccc(NC(=S)NCc2ccccc2)c1,6.4,0.4,8.3,-0.4,-6.2,0.9,20.9,4.6
Cc1sc2nc(C(C)(C)C)oc(=O)c2c1C,-2.7,-4.8,12.7,0.5,-12.0,-3.7,14.8,-2.3
COc1cc2c(cc1/C=C/C(=O)O)OC(C)C2 (centres undefined),-4.3,-2.4,2.1,-5.8,-3.5,-6.3,14.0,13.3
Cc1ccccc1C(=O)Nc1ccc(-c2nc3ccc(C(=O)c4ccccc4)cc3[nH]2)cc1,-6.1,-8.7,2.2,-5.4,11.9,-6.1,-27.3,-3.9
O=C(CNC(=O)c1ccccc1)N/N=C/c1ccccc1Cl,-13.4,-2.6,-2.6,-5.9,3.3,-8.1,-6.1,-3.1
O=C(Cn1cnc2cc([N+](=O)[O-])ccc2c1=O)N(Cc1ccccc1)C1CCS(=O)(=O)C1 (centres undefined),-4.3,5.5,-12.3,1.2,0.5,1.1,18.4,-7.1
COc1ccc(CNC(=O)CCS(=O)(=O)Cc2ccc(C)cc2)c(OC)c1,5.1,5.9,-4.8,-3.0,-0.7,3.0,13.4,-1.1
CS(=O)(=O)c1ccc(-c2cccc(NC(=O)COc3ccccc3)c2)nn1,1.6,5.9,13.6,28.9,9.5,-5.0,12.9,3.5
CNC(=O)C(Sc1ccccc1)c1ccccc1 (centres undefined),2.1,6.8,-1.8,1.9,-2.5,-2.0,14.1,3.5
Cc1ccc(C2=NOC3(CC(=O)N(c4ccc(C)cc4)C3=O)C2)cc1 (centres undefined),-2.1,14.2,-13.0,2.6,-4.0,-2.3,-20.8,-14.1
CC(NC(=O)CSc1ncccn1)c1ccccc1 (centres undefined),2.2,5.5,-2.0,-6.3,-15.4,-8.6,18.2,1.6
Cc1ccc(NC(=O)Cn2c(=O)n(CCCC(=O)NCc3ccco3)c(=O)c3ccccc32)cc1,11.8,7.5,39.3,-6.3,-5.7,3.0,-11.0,1.8
Cc1ccc2cc(CCNC(=O)CCCc3ccccc3)c(=O)[nH]c2c1C,5.3,7.0,2.0,-6.0,-5.1,-4.5,4.0,3.5
O=C(NCC(=O)N(Cc1cccs1)C(C(=O)NC1CCCC1)c1ccco1)c1cccs1 (centres undefined),-4.2,-1.7,13.6,2.1,0.3,-5.9,9.0,10.4
CN1CCN(CC(=O)Nc2ccccc2Sc2ccccc2)CC1,0.1,6.4,-4.9,19.3,-3.5,-5.6,-4.5,3.1
O=C(NC(=O)c1ccncc1)NC(c1ccccc1)c1ccccc1,-2.6,7.0,-6.5,3.6,3.4,-3.5,13.4,4.6
O=C(COC(=O)c1nc(Cl)c(Cl)c(Cl)c1Cl)NCc1ccccc1,-9.0,-5.9,5.2,2.2,12.4,14.7,4.6,-7.9
c1ccc(N2CCN(c3nc4ccccc4[nH]3)CC2)nc1,-9.5,-3.9,-14.5,-6.2,-11.8,4.1,-1.3,17.2
N#Cc1cn(CCCOc2ccccc2)c2ccccc12,2.9,15.8,-10.9,.,19.2,5.8,-5.4,11.6
CCOc1ccccc1C=Nc1ccccc1C(=O)Nc1ccccc1,4.9,2.4,-20.0,-3.6,7.0,-15.7,-12.8,22.5
S=C1NC[C@H](c2ccccc2)N1CCCCC1CCCCC1,-9.3,-12.3,-2.8,2.8,29.8,1.0,-22.8,8.3
C/C=C/c1ccc(O)c(OC)c1,-15.9,-18.3,-25.7,8.6,9.9,1.6,-61.8,-8.8

# The closing four compounds of the part above open the next one.
SMILES,SENP8 block,SENP7 inh,Jurkat NFkB inh,Gli-Sufu antag,Apaf1 inhib,HKDC1 inhibitor,697 NFkB inh,UBC13 inh
N#Cc1cn(CCCOc2ccccc2)c2ccccc12,2.9,15.8,-10.9,.,19.2,5.8,-5.4,11.6
CCOc1ccccc1C=Nc1ccccc1C(=O)Nc1ccccc1,4.9,2.4,-20.0,-3.6,7.0,-15.7,-12.8,22.5
S=C1NC[C@H](c2ccccc2)N1CCCCC1CCCCC1,-9.3,-12.3,-2.8,2.8,29.8,1.0,-22.8,8.3
C/C=C/c1ccc(O)c(OC)c1,-15.9,-18.3,-25.7,8.6,9.9,1.6,-61.8,-8.8
COc1cc2c(C#Cc3cccnc3)c(-c3ccsc3)oc(=O)c2cc1OC,-8.9,-7.3,-7.5,-3.1,7.2,3.4,6.1,20.1
CCOc1ccccc1OCc1nn2c(COc3ccccc3)nnc2s1,-12.5,1.2,7.6,4.1,15.5,-16.5,1.1,2.0
CCN1CCN(C(=S)NC(=O)c2cc(OC)c(OC)c(OC)c2)CC1,2.3,8.0,2.7,4.6,-8.0,-5.0,10.4,13.7
O=C(c1ccccc1)N1CCCC(C(=O)N2CCCCC2)C1 (centres undefined),-1.6,-1.6,6.0,4.1,-2.4,-6.0,-3.6,9.4
Cc1cccc(NC(=O)NNC(=O)CCc2ccccc2)c1,-5.5,0.8,7.3,1.2,3.0,-0.3,0.1,0.9
O=C(C[n+]1cccc2ccccc21)c1ccccc1,-5.4,-4.3,-21.8,-2.0,4.2,-10.7,1.2,-12.6
COCCOC(=O)/C(=C\c1cc(C(C)(C)C)c(O)c(C(C)(C)C)c1)C(C)=O,3.4,-0.7,15.7,1.9,-20.9,2.7,21.9,-17.7
COC(=O)COc1ccc(-c2nn(C)c(=O)c3ccccc23)cc1,-2.2,1.7,7.5,-2.0,2.5,0.5,-10.0,-6.1
O=C(c1ccc(CS(=O)(=O)Cc2ccc(Cl)cc2)o1)N1CCCC1,-6.7,2.4,11.1,0.8,-8.1,13.9,1.6,4.5
Cc1ccc([N+](=O)[O-])cc1N/C=C1\CCCCC1=O,-8.8,-10.9,-11.8,-1.6,12.3,-7.5,-16.7,-21.1
Cc1ccnc(NCc2cc(C)ccc2O)c1,-15.1,-6.9,-13.5,20.0,-0.3,-4.4,-12.3,2.6
CCN(Cc1nc2ccccc2c(=O)[nH]1)C(=O)COc1ccccc1-c1ccccc1,2.3,11.0,-5.4,-18.6,13.7,2.5,1.2,6.9
CCOC(=O)C1CSC(CC(=O)Nc2ccc(OC(F)(F)F)cc2)C(=O)N1 (centres undefined),6.3,1.7,-6.6,1.3,-0.6,-5.3,8.6,0.2
COP(=O)(OC)c1nc(-c2cccc3ccccc23)oc1N1CCCCC1,2.5,2.0,0.1,9.0,18.2,-6.7,8.8,25.1
CC(C)NC(=O)N(C)C[C@@H]1Oc2c(NC(=O)C3CCOCC3)cccc2C(=O)N([C@@H](C)CO)C[C@H]1C,-11.8,-9.1,6.0,-2.7,-3.6,-9.4,3.2,-2.2

# Screening results from PubChem.
